Source: PubChem
Gal4-VP16 FLuc – Gal4-VP16 reporter inhibition counter-screen; Drosophila S2 Gal4-VP16 UAS-luciferase, luminescence, 20 h; Potency, µM (series often up to 53.6 µM), for the others: top-dose activity, negative = inhibition, usual class: inhibitors; AID 2546; actives 3.5% (n = 310,000);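 also: Gal4-VP16 expression switched on by copper sulfate through the metallothionein promoter; potency is read from the fitted curve at half-maximal effect; % is scaled to controls: 0 for no effect and ±100 for the full control effect; nearly all actives have a fitted effect of over 50% in size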
Menin-MLL TR inh – inhibitors of human menin-MLL interaction, mutant MLL peptide | O00255 | Menin + Texas Red MLL mutant peptide, fluorescence polarization | Potency, µM (doses to about 61.6 µM), for inactives: at the highest dose FP activity change, negative = inhibition, hits mostly inhibitors | actives 0.23% (n = 270,000) | AID 1768; active = well fitted inhibition curve with a large enough effect in the polarisation, with a control signal flat, not every such curve was filed as active; inconclusive = small, poorly fitted or top-dose-only effect, or effect the other way, or a change in a side signal; inactive = no such curve, though single readings can be large or run the other way; the % refers to the polarisation; also: potency is read from the fitted curve at half-maximal effect; % of control where 0% means no effect; many of its hits are not listed in these tables
RORg inh – inhibitors of mouse ROR gamma transcriptional activity. P51450. Drosophila S2 Gal4-RORgamma UAS-luciferase reporter, 20 h. Potency, µM (highest dose often 53.6 µM), without a hit: at the top dose activity change, negative = inhibition, actives largely listed as inhibitors. actives 5.4% (n = 310,000). AID 2551; also: potency is read from the fitted curve at half-maximal effect; % is scaled to controls: 0 for no effect and ±100 for the full control effect; nearly all actives have a fitted effect of over 60% in size
Target sequence (P51450 whole entry, looked up, the tested form may be a part): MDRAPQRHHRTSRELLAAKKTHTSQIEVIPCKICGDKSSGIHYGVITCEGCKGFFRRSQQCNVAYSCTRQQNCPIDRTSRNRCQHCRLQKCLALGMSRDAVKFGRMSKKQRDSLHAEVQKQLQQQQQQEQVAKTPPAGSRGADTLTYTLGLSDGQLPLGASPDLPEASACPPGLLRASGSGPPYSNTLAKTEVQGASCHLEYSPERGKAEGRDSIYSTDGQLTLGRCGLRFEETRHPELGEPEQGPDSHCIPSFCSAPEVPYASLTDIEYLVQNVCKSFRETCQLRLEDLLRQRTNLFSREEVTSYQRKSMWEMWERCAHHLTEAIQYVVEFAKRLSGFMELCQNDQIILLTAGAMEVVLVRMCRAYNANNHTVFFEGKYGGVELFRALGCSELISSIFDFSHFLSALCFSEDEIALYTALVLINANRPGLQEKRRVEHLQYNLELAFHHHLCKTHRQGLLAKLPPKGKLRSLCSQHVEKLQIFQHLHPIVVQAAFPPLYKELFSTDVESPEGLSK
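Luciferase reporter read in Schneider cells carrying Gal4-RORγ (mouse) and UAS-Photinus luciferase; cells given compound 1 h before 700 uM copper sulfate induction, then incubated 20 h at ambient temperature.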
KCNH2 3.1 block – inhibitors of human KCNH2 3.1 potassium channel isoform; U2OS KCNH2 3.1, thallium flux FluxOr; hits give low values; activity change, % (tested at about 1.8 µM); actives 0.95% (n = 340,000); AID 720553;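 active = maximum activity change below -70%; inconclusive = maximum activity change from -70% to -50%; inactive = maximum activity change above -50%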;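 also: thallium influx rate constant from kinetic fluorescence after stimulation buffer; % is scaled to controls: 0 for no effect and ±100 for the full control effect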
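Normalized rate constant (relative to positive and negative DMSO controls) derived from a 2 min kinetic fluorescence read after stimulation; U2OS cells expressing the 3.1 isoform via virus at 1.77 x 10^8 /mL.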
MBNL1-CUG inh – blocks human MBNL1 binding to CUG repeat RNA; Q9NR56; TR-FRET MBNL1-His/biotin-(CUG)12 binding, 665/545 ratio; Potency, µM (doses to about 57.5 µM), for inactives: at the top dose activity change, negative = inhibition, usual class: inhibitors; actives 0.036% (n = 280,000); active = well fitted inhibition curve with a large enough effect in the signal ratio, with a control signal flat, not every such curve was filed as active; inconclusive = small, poorly fitted or top-dose-only effect, or effect the other way, or a change in a side signal; inactive = no such curve, though single readings can be large or run the other way; the % refers to the signal ratio; also: potency is read from the fitted curve at half-maximal effect; % is scaled to controls: 0 for no effect and ±100 for the full control effect
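TR-FRET between His-tagged MBNL1 and biotin-(CUG)12 RNA, detected with Tb anti-His antibody (0.055 ng/ul) and streptavidin-XL665 (5 nM), 60 min at room temperature. Compounds titrated 92 nM to 58 uM; 665/545 nm ratio normalized to buffer and complex controls.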
ELG1 repair inh – blocks ELG1-dependent DNA repair in HEK293T cells. HEK293T ELG1-luciferase reporter, luminescence, 16 h; DNA damage induced by 5-fluorouridine. Potency, µM (highest dose often 46.1 µM), for inactives: at the highest dose activity change, negative = inhibition, most hits filed as inhibitors. actives 2.3% (n = 330,000); also: potency is read from the fitted curve at half-maximal effect; % is scaled to controls: 0 for no effect and ±100 for the full control effect; nearly all actives have a fitted effect of over 55% in size
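Step one: seed 2,000 cells per well. Step two: pin-transfer compound or DMSO alongside 5-fluorouridine. Step three: incubate 16 hr, 37 °C, 5% CO2. Step four: add ONE-Glo, wait 30 min, read luminescence.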
PKM2 activator – activators of human pyruvate kinase M2 | P14618 | purified PKM2, Kinase-Glo ATP luminescence, activation; response scale: 0% is enzyme alone, no compound | Potency, µM (series often up to 57.5 µM), for the others: top-dose activation, usual class: activators | actives 0.34% (n = 260,000) | AID 1631; also: potency is read from the fitted curve at half-maximal effect; % is scaled to controls: 0 for no effect and ±100 for the full control effect; nearly all actives have a fitted effect of over 55% in size
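Kinase-Glo luminescence reports ATP generated from ADP (0.1 mM) and PEP (0.5 mM) by purified hPK-M2 after 1 h at room temperature, pH 7.2 imidazole buffer; intermediate enzyme activity allows detecting inhibitors and activators.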
Rab9 prom act – activates the Rab9 promoter; Huh7 Rab9 promoter-luciferase reporter, luminescence, 24 h; Potency, µM (titrated, usually from 9.22 µM), for inactives: at the highest dose activation, negative = inhibition, most hits filed as activators; actives 2.8% (n = 320,000); AID 485297; also: potency is read from the fitted curve at half-maximal effect; % of control where 0% means no effect; nearly all actives have a fitted effect of over 60% in size
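Promoter activation is measured as luciferase luminescence in Huh7 cells stably transfected with a Rab9 promoter–luciferase construct, following 24 h compound exposure at 37 °C and 10 min reagent incubation at ambient temperature.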
NPC1 promoter act – activates the NPC1 promoter; Huh7 NPC1 promoter luciferase reporter, 24 h; Potency, µM (highest dose often 9.22 µM), for inactives: top-dose activation, usual class: activators; actives 2.4% (n = 320,000); AID 485313;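 also: potency is read from the fitted curve at half-maximal effect; % of control where 0% means no effect; nearly all actives have a fitted effect of over 60% in size; reporter is driven by a mutant NPC1 promoter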
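Readout is luciferase luminescence, reflecting NPC1 promoter activation in stably transfected Huh7 cells after 24 h compound exposure at 37 °C in reduced-serum medium with 10% FBS.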
Mito fusion act – mitochondrial division inhibition or fusion activation. AID 485298. S. cerevisiae fusion-defective mutant growth rescue, CellTiterGlo 48 h. Potency, µM (top dose mostly 46.1 µM), without a hit: at the top dose growth rescue (activation), actives largely listed as activators. actives 0.23% (n = 320,000);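 also: potency is read from the fitted curve at half-maximal effect; % of control where 0% means no effect; nearly all actives have a fitted effect of over 45% in size; temperature-sensitive fusion mutants such as fzo1-1 at 37 °C on non-fermentable ethanol glycerol medium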
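Compounds are tested for their ability to restore growth of mitochondrial fusion-defective yeast strains at non-permissive 37C in YPEG medium over 48 hours. Viability is quantified by luciferase luminescence.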
FLuc counter – firefly luciferase modulation, counter-screen for miR-21 project; P08659; AID 588342; purified FLuc, Km substrates, luminescence inhibition; actives 6.9% (n = 360,000); Potency, µM (series often up to 57.5 µM), without a hit: at the top dose activity change, negative = inhibition, usual class: inhibitors;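 also: potency is read from the fitted curve at half-maximal effect; plate controls were vehicle for no effect and reference inhibitor for full effect; nearly all actives have a fitted effect of over 55% in size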
Target sequence (P08659 whole entry, looked up): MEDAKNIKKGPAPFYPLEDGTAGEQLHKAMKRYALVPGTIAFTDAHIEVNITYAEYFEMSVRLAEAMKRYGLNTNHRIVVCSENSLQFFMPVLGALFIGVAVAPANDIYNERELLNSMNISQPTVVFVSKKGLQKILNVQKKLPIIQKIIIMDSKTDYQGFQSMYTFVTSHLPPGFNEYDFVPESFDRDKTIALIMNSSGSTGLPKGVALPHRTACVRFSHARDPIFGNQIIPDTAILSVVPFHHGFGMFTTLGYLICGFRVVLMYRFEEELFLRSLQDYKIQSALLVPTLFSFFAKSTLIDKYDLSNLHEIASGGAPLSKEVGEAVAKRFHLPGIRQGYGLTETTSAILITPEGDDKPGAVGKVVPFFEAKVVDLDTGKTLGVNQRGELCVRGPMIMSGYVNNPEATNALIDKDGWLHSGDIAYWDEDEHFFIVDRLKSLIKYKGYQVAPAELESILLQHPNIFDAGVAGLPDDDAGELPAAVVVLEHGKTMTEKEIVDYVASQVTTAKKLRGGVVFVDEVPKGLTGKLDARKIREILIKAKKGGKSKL
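Biochemical qHTS of compounds, final roughly 60 µM downward over six points, against 10 nM purified firefly luciferase using Km concentrations of substrates (10 uM D-luciferin, 10 uM ATP) in Tris acetate pH 7.5 buffer; luminescence output.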
Active calls of the source: *; ? = inconclusive; · = no result given; [ ] = dose if it differs, or a comment. Unless noted, calls follow the shape of the dose curve; as a rule, active = well fitted curve in the direction sought with a large enough effect; inconclusive = small, poorly fitted or top-dose-only effect, or another doubt; inactive = no such curve, though single readings can be large; an effect the other way counts as inactive or inconclusive. A portion of the library, so the mix of outcomes need not match the whole.

SMILES	Gal4-VP16 FLuc	Menin-MLL TR inh	RORg inh	KCNH2 3.1 block	MBNL1-CUG inh	ELG1 repair inh	PKM2 activator	Rab9 prom act	NPC1 promoter act	Mito fusion act	FLuc counter
COC(=O)c1cccc(N(C(=O)CNC(=O)c2cccs2)C(C(=O)NCC2CCCO2)c2ccc(OC)c(OC)c2)c1 (stereo unspecified)	-3%	-23%	-1%	2	-4%	-13%	-2%	8%	1%	5%	1%
CC(C)CCN1CC(O)=C(c2nc(-c3ccc(Cl)cc3)cs2)C1=N	1%	·	5%	3	36%[activator]	?	0%	-2%	0%	9%	6%
COc1cc(CN2CCN(Cc3ccc([N+](=O)[O-])cc3)CC2)c([N+](=O)[O-])cc1OC	-1%	2%	38%	-31	?	18µM*	0%	-12%	-17%	16%	-1%
Nc1cc(=O)nc(SCC(=O)N2CCN(c3ccccc3)CC2)n1-c1ccccc1	3%	·	2%	3	4%	3%	-2%	-1%	8%	-1%	-3%
COc1ccc(S(=O)(=O)N2CCC(C(=O)N[C@@H](C)C(=O)NCc3cccc(OC)c3)CC2)cc1	4%	·	27%	5	1%	1%	·	0%	-4%	3%	2%
O=C(N/N=C/c1ccccn1)c1ccncc1	3%	-7%	1%	-1	16%	?	·	?	?	3%	?
Cc1c(C(=O)N(Cc2ccc(Cl)cc2)C2CCS(=O)(=O)C2)oc2ccccc12 (stereo unspecified)	1%	-4%	7%	0	-6%	?	-13%	-2%	1%	14µM*	1%
Nc1nnnn1/N=C/c1cc(Cl)cc(Cl)c1OCc1ccc(Cl)cc1Cl	-1%	2%	4%	-18	-9%	7%	7%	-1%	2%	9%	1%
COC(=O)c1ccc(Cn2nc(C)cc2C)cc1	4%	3%	5%	0	-5%	?	2%	?	21%	-3%	4%
COc1ccc(S(=O)(=O)N/N=C(/C)c2ccc(Cl)cc2)cc1	-5%	22%	15%	-5	-4%	1%	3%	-2%	-2%	4%	3%
Cc1ccc(C(=O)N(Nc2nc3ccccc3s2)C(=O)c2ccc(C)cc2)cc1	11µM*	-22%	8.9µM*	-7	3%	26%	-2%	2%	-1%	-3%	-4%
O=C(Cc1ccc(Br)cc1)N1CCCC1	3%	5%	19%	2	0%	10%	1%	4%	-4%	2%	1%
CC(C)(C)c1ccc(C(=O)NCCCNC(=O)c2ccco2)cc1	-17%	4%	34%	1	-4%	0%	·	1%	-4%	9%	15µM*
COc1cccc(NC(=O)Nc2cc(Cl)ccc2C)c1	?	-22%	-42%	-8	-3%	-8%	-20%	-7%	2%	-10%	0%
CCc1ccc(NC(=O)c2cc(-c3ccc4c(c3)OCO4)on2)cc1	1%	26%	6%	2	1%	0%	-6%	-4%	-5%	3%	-4%
COc1ccccc1NC(=S)NC1CCCCCC1	4µM*	-7%	6.3µM*	-1	-12%	-5%	-3%	0%	-1%	0%	?
CCOC(=O)c1c(NC(=O)CSc2nncn2C)sc(C)c1C	-9%	-1%	6%	-9	5%	?	14%	2%	0%	-5%	-1%
CCCCNCCOCCOc1ccc(Cl)cc1Br	2%	-4%	-16%	-30	-12%	-10%	0%	-3%	1%	1%	-1%
O=c1c2ccc(Cl)cc2nc(-c2ccc([N+](=O)[O-])cc2)n1O	18µM*	7%	8.9µM*	·	·	9.2µM*	0%	-18%	-8%	-9%	?
CCOC(=O)c1c(NC(=O)CN2C(=O)C(=O)N(C(C)C)C2=O)sc(C)c1CC	·	·	·	7	·	4%	·	-1%	0%	18%	·
COc1cc(OC)cc(C(=O)Nc2nnc(SCC(=O)NCC3CCCO3)s2)c1 (stereo unspecified)	0%	·	4%	·	-3%	10%	-1%	2%	-3%	0%	15µM*
Cc1ccc(S(=O)(=O)N2CCCCC2)cc1NC(=O)COC(=O)c1ccc2c(c1)OCO2	?	-14%	?	16	-12%	-21%	-1%	-2%	-2%	7%	-4%
CCOC(=O)c1ccccc1NC(=O)COC(=O)c1cc([N+](=O)[O-])ccc1N1CCOCC1	·	·	·	4	·	?	·	-2%	-1%	?	3%
CN1CCN(C(=O)C2=C[C@@H](c3coc4ccccc4c3=O)C[C@@H](OCc3ccc(CO)cc3)O2)CC1	-4%	-9%	-2%	·	-1%	-4%	2%	1%	-5%	-5%	-2%
C/C=C/c1ccc(OCCCCOc2ccccc2C(C)=O)c(OC)c1	-17%	-9%	?	-7	-19%	?	-6%	-1%	-1%	1%	-2%

The listing continues.
SMILES	Gal4-VP16 FLuc	Menin-MLL TR inh	RORg inh	KCNH2 3.1 block	MBNL1-CUG inh	ELG1 repair inh	PKM2 activator	Rab9 prom act	NPC1 promoter act	Mito fusion act	FLuc counter
COc1ccc(/C=C(\NC(=O)c2ccc(OC)cc2)C(=O)Nc2ccc(C(=O)O)cc2)cc1	-7%	-1%	19%	-30	6%	14%	·	9%	1%	10%	-4%
CN(NC1CC(=O)N(c2ccccc2)C1=O)c1ccccc1 (stereo unspecified)	?	-4%	?	-3	?	?	10%	-3%	5%	5%	-21%
Cn1ncc2c(NNC(=O)c3ccc(O)cc3)ncnc21	-8%	1%	-37%	13	-8%	0%	-5%	5%	-1%	-2%	-1%
CC1CCN(C(=O)CCN2C(=O)/C(=C/c3cccs3)SC2=S)CC1	?	-4%	?	6	1%	-1%	·	-12%	-18%	-5%	0%
COc1cc(-c2nc(CN3CCN(c4ncccn4)CC3)c(C)o2)ccc1F	-8%	-15%	?	3	1%	·	0%	0%	-1%	16%	2%
Cc1cc(C)cc(OCC(=O)NC(C)c2ccccc2)c1 (stereo unspecified)	-8%	-20%	24%	1	8%	-7%	·	0%	-5%	-16%	-3%
Fc1ccc(Nc2ncnc3sc4c(c23)CCC4)cc1F	-4%	19%	23%	8	33%[activator]	?	-4%	-10%	-1%	11%	2%
COc1ccc(Br)c2oc(S)cc(=O)c12	-3%	7%	-21%	5	48%[activator]	4%	2%	4%	0%	14%	-12%
COc1ccc(NC(=O)CSc2nnc(-c3cccnc3)n2C)cc1	20%	·	24%	-7	-5%	0%	1%	2%	-1%	3%	1%
Cc1c(C(=O)N2CCCC2)c(S(=O)(=O)N2CCCCC2)c(C)n1C	-1%	2%	-2%	10	-2%	26%	·	5%	-2%	14%	3%
CCn1c(C)csc1=NC(=O)c1ccccc1	12%	-1%	6%	3	-8%	?	1%	?	17%	-20%	19µM*
COc1cccc(NS(=O)(=O)c2ccc3[nH]cc(C(=O)N(C)Cc4ccco4)c(=O)c3c2)c1	0%	3%	22%	3	-5%	-4%	1%	0%	0%	-1%	?
O=C(NCc1ccco1)C(c1ccccc1)N(CC1CCCO1)C(=O)Cn1nnc2ccccc21 (stereo unspecified)	-1%	-23%	-4%[10 µM]	-4	-11%	-8%	-11%	0%	25%	0%	-4%
CC(C)(C)OC(=O)N1CCC(c2c(C(=O)NCC3CCN(C4CCCC4)C3)cnn2-c2ccccc2Cl)CC1 (stereo unspecified)	-3%	-5%	-5%	1	1%	9%	2%[0.46 µM]	-3%	-1%	-8%	7%
COc1ccc(CCNc2nc(C)c(C(C)=O)s2)cc1OC	5%	-18%	7%	22	12%	8%	-21%	0%	2%	-4%	?
O=S(=O)(c1ccc(S(=O)(=O)N2CCOCC2)cc1)N1CCCC1	-4%	0%	-7%	1	?	0%	6%	-7%	0%	4%	1%
CC(=O)Nc1ccc(/C=C/C(=O)c2ccccc2)cc1	?	32%[activator]	?	·	-17%	?	-9%	4µM*	2.5µM*	-9%	1.3µM*
COc1ccc(S(=O)(=O)Nc2c(NC3CCCCC3)c3ccccc3oc2=O)cc1	5%	·	2%	-3	-1%	-19%	·	-1%	2%	-1%	2%
CCOC(=O)c1c(C=O)c(C)n(Cc2ccc(C)cc2)c1C	2%	-19%	-41%	4	-7%	?	-4%	10%	-2%	?	1%
COC(=O)c1ccc(COC(=O)[C@@H]2CC(O)CN2S(=O)(=O)c2ccccc2[N+](=O)[O-])cc1 (stereo partly specified)	·	·	·	-2	·	-12%	·	-16%	-6%	7%	-1%
CC(OC(=O)CCCN=C1NS(=O)(=O)c2ccccc21)C(=O)N(C)c1ccccc1 (stereo unspecified)	·	·	·	5	·	1%	·	-7%	-3%	1%	-1%
O=S(=O)(Nc1ncccc1O)c1ccc(Cl)cc1	1%	6%	16%	14	-8%	?	-1%	0%	-1%	3%	0%[2.3 µM]
